# TCR-CD3 inh = blocks the human TCR-CD3 interaction; TAMRA-labeled TCR probe fluorescence, biochemical; inhibition, % at 9.4 µM; actives 0.37% (n = 360,000); in the data active = inhibition above about 19%;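 note: recombinant mutant TCR 2C K166C tagged with TAMRA read by polarization; 0% = receptor in buffer alone and 100% = receptor with positive control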
# mABHD4 FP = inhibitors of mouse ABHD4; Q8VD66; purified mABHD4, FP-Rh probe fluorescence polarization; inhibition, % at 8.92 µM; actives 0.54% (n = 370,000); AID 720543;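 active = inhibition exceeding the mean over every tested compound plus 3 SD, cut at about 30% in these data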;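 note: 0% = plate median of compound wells and 100% = S159A mutant with DMSO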
#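 Material: mouse ABHD4 enzyme, wild type; Benchmarks: S159A mutant high control, sample median low control; Buffer or medium: HEPES pH 7.0, NaCl, Pluronic buffer; Signal: fluorescence polarization; Read-out: percent inhibition of probe binding, normalized to plate controls; Timing: pre-incubation 45 min, probe exposure 60 min, at 25 °C; Dosing: 8.92 µM, single dose.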
# PRMT1 FP inh = PRMT1 (human) inhibition, primary screen. inhibition, % at 2.79 µM. actives 1.3% (n = 370,000). recombinant PRMT1, activity-based probe fluorescence polarization. Q99873;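 active = inhibition above about 21% made by adding two undisclosed values, limit read from the data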
# SIAE inh = human SIAE inhibition, primary screen | Q9HAT2 | SIAE FP-Rh probe binding, fluorescence polarization | inhibition, % at 9.66 µM | actives 0.69% (n = 370,000) | AID 1053197;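 active = inhibition above a cutoff: mean of compounds within the control limits plus 3 SD of those, cut at about 17% in these data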;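 note: 0% = plate median of compound wells and 100% = probe without SIAE protein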
# UHRF1 binding = human UHRF1 methylated DNA binding inhibitors; inhibition, % at 4.4 µM; UHRF1 binding to methylated oligo, TR-FRET; Q96T88; actives 0.75% (n = 370,000); AID 687016; in the data active = inhibition above about 21%;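 note: UHRF1 SRA domain binding a hemimethylated CpG hairpin DNA probe; 0% = median of test compound wells and 100% = reference inhibitor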
# LEDGF integ inh = blocks HIV-1 LEDGF/p75-dependent DNA integration | TR-FRET IN-LEDGF/p75 DNA integration, Eu/Cy5 | inhibition, % at 3.7 µM | actives 0.64% (n = 370,000) | AID 743269;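 active = inhibition above the screen-wide mean plus 3 SD, cut at about 13% in these data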;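 note: signal is the Cy5 over europium emission ratio at 671 and 618 nm; 0% = plate median of compound wells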
# PG9 Ab binder = small molecules binding HIV-1 gp120 antibody PG9. inhibition, % at 6.7 µM. actives 0.43% (n = 360,000). TR-FRET gp120-PG9 antibody binding; in the data active = inhibition above about 8.5%
# TDP2 absorb = blocks human TDP2 phosphodiesterase activity | O95551 | recombinant TDP2, T5PNP hydrolysis, p-nitrophenol absorbance 415 nm | inhibition, % at 12.8 µM | actives 0.34% (n = 370,000) | AID 720702;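 active = inhibition above the mean of all tested compounds plus 3 SD, set per campaign, cut at about 25% in these data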;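 note: 0% = DMSO with enzyme and 100% = buffer with substrate but no TDP2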
# Target sequence (O95551 whole entry, looked up): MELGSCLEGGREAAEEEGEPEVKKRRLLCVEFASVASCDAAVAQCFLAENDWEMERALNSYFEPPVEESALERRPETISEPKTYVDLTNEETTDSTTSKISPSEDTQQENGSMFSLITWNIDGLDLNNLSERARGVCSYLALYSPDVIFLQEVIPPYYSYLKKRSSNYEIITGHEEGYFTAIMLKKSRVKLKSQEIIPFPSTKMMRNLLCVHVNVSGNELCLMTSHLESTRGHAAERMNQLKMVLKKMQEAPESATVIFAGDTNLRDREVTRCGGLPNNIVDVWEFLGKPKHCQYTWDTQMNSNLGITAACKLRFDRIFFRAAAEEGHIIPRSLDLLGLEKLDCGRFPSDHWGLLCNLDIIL
#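 Read-out basis: percent inhibition. System: recombinant human TDP2. Buffer or medium: Mg2+-containing Tris-HCl buffer, pH 7.5. Repeats: single replicate. Timing: reaction 2 h, 37 °C. Benchmarks: high control without enzyme, low control DMSO plus TDP2. Probe or stimulus: 5 mM T5PNP. Doses: 12.8 µM only. Measured by: epi absorbance of p-nitrophenol freed from T5PNP by hydrolysis.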
# Tn7 DDE FP = disrupts Tn7 cyclic peptide binding to fibrin D-Dimer-E complex; inhibition, % at 8.3 µM; actives 0.13% (n = 370,000); FP displacement of FITC-Tn7 peptide from fibrin DD(E); 0% = median of compound wells per plate; P02675; AID 720508;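 active = inhibition above the mean of compounds falling within the control limits plus 3 SD of them, cut at about 14% in these data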;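 note: 0% = plate median of compound wells and 100% = 10 µM Aha-Tn7 peptide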
#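 Test system – human fibrin DD(E) · Times – 10 min preincubation, 3 h with tracer, room temperature · Detection – fluorescence polarization of the labelled Tn7 tracer · Measure – percent inhibition normalized to high-control wells · Benchmarks – high control wells with 10 µM unlabelled Aha-Tn7 peptide (full inhibition) · Repeats – singlicate testing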
# HTRA1 inh = inhibitors of human serine peptidase HTRA1. Q92743. actives 0.5% (n = 340,000). recombinant HTRA1, FP-rhodamine activity-based probe, fluorescence polarization. inhibition, % at 5.96 µM. AID 504803; in the data active = inhibition above about 36%;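 note: 0% = enzyme with DMSO and 100% = wells lacking enzyme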
# Target sequence (Q92743 whole entry, looked up): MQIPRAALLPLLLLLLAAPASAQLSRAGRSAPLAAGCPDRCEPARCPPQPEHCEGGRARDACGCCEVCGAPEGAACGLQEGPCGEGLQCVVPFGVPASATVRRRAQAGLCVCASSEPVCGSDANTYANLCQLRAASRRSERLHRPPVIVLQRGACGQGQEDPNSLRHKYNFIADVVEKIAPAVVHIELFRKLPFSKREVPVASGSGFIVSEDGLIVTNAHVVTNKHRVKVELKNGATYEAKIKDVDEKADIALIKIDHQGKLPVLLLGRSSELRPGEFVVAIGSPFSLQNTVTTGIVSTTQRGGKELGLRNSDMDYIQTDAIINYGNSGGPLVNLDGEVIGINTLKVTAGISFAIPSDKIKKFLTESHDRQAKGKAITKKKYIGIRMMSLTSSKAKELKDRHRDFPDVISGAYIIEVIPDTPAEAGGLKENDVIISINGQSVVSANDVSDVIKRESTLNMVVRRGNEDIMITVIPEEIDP
# Numbers without * were called inactive; x = no result given.
SMILES,TCR-CD3 inh,mABHD4 FP,PRMT1 FP inh,SIAE inh,UHRF1 binding,LEDGF integ inh,PG9 Ab binder,TDP2 absorb,Tn7 DDE FP,HTRA1 inh
O=C(CCCCCn1c(=S)[nH]c2ccc(N3CCOCC3)cc2c1=O)NCc1ccccc1,-5,13,3,7,2,2,-2.4,3,2,6
C/C(=N\NC(=O)c1cccc(Br)c1)c1ccccn1,-3,-3,1,8,-1,2,-2.6,7,-4,6
CCOC(=O)c1ccc(-n2ccnc2)c(NC(=O)c2ccc(C(C)(C)C)cc2)c1,-1,7,2,0,3,2,0.6,4,-4,4
Cc1c(C(=O)NC2CCS(=O)(=O)C2)oc2ccccc12 (centres undefined),-1,5,-1,1,0,-2,0.0,8,-2,4
O=c1[nH]c2ccc(S(=O)(=O)N3CCCCC3)cc2s1,-1,-7,4,-4,1,0,2.9,17,-4,-2
C=CCN1C(=O)c2ccc(C(=O)OCC(=O)N(CC)c3c(N)n(Cc4ccccc4)c(=O)[nH]c3=O)cc2C1=O,6,2,0,4,0,-3,1.4,8,-1,1
S=c1nc(Cc2ccccc2)[nH]c2ccccc12,2,2,-3,-4,-1,5,25*,6,9,0
COc1ccc(CNC(=O)c2cccc(S(=O)(=O)N3CCN(c4ccc(F)cc4)CC3)c2)cc1,-2,-16,-3,-5,-1,2,-1.0,11,-8,-25
COc1ccc(Br)cc1/C=N/Nc1ccccn1,2,2,-1,-9,2,1,-2.8,-4,-2,-3
O=C1NC(=S)CN1c1ccccc1,5,4,65*,4,-1,3,-0.6,0,-1,-1
S=c1[nH]nc(COc2ccccc2)n1/N=C/c1cccc(Cl)c1Cl,-3,4,-1,3,2,-1,0.8,8,-3,2
CCCCNC(=O)c1ccc2c(c1)ncn2C1CCCCC1,7,3,2,3,2,2,2.1,1,-9,-2
O=C(NCCC1=CCCCC1)C1CCC(CNc2c(N3CCCC3)c(=O)c2=O)CC1 (centres undefined),-5,0,-7,-5,1,1,-2.5,8,-4,0
C=CCn1cc(F)c(=O)n(CC=C)c1=O,-4,-6,7,-7,8,-5,1.3,-3,-2,2
CC(=O)Nc1ccc(S(=O)(=O)Oc2ccc(C(=S)N3CCCCC3)cc2)cc1,6,-13,14,-8,3,3,-2.9,-2,-7,-3
COc1ccc(CC(=O)OCC(=O)c2ccc[nH]2)cc1,0,2,-2,3,0,3,-3.3,7,7,-3
O=C(OCC1OC(Oc2ccc(O)cc2)C(O)C(O)C1O)c1ccccc1 (centres undefined),8,-2,-5,4,0,3,-0.9,-6,1,-4
COc1ccc(CNC(=O)CCCn2ccc3cc(S(=O)(=O)N4CCCC4)ccc32)cc1,0,-5,-2,-2,-4,9,0.4,16,2,-13
O=C(CNC(=S)N(CCCN1CCOCC1)Cc1cccs1)NC1CCCC1,-1,-2,-3,-7,0,4,0.0,7,3,4
O=[N+]([O-])c1ccc(S(=O)(=O)CC2CSc3nc4ccccc4n32)cc1 (centres undefined),1,6,-2,5,3,2,0.4,-12,-4,-2
O=C(COc1ccc2ccc(=O)oc2c1)NCCCn1ccnc1,3,1,4,3,-2,4,1.5,13,-1,2
Cc1cccc(C(=O)N[C@H](C(=O)OCC(=O)NC2CCS(=O)(=O)C2)C(C)C)c1 (some centres undefined),-4,2,-1,12,-1,-3,-1.2,7,-9,-1
COC(=O)c1ccccc1NC(=O)c1cc(C2CC2)on1,2,7,0,-1,0,0,0.6,2,2,-5
CCCCCCCCSc1nnc(-c2ccc(OC)cc2)o1,0,-3,-4,5,0,0,0.7,-14,4,-2
O=C(NCc1ccccc1)c1ccccc1C(=O)c1ncc[nH]1,5,-1,-2,-3,-2,2,-1.9,-5,6,-5
CC(C(=O)Nc1ccccc1Oc1ccccc1)c1ccccc1 (centres undefined),-8,-2,3,-1,3,-4,1.6,2,6,-6
O=C(c1cc(F)ccc1F)C1CCCN(C(=O)c2ccc(F)cc2Cl)C1 (centres undefined),2,2,2,-1,-1,2,0.8,-3,-3,-1
Cc1ccc(S(=O)(=O)c2cc3cc(Br)ccc3oc2=O)cc1,7,6,1,2,8,0,0.2,-11,2,6
CCCS(=O)(=O)N1CCC(C(=O)N2CCCC2)CC1,3,-1,0,1,-1,0,-2.1,1,-1,3
O=C(Nc1ccccc1)OCCNC1CCCCC1,1,-2,-2,0,0,2,-0.6,-2,5,1
Cn1c(=O)n(C)c2cc(NC(=O)c3ccc(F)cc3)c(Br)cc21,5,1,-3,4,-2,-4,-2.7,5,-8,1
CCc1oc2ccccc2c1C(=O)c1cc(Br)c(O)c(Br)c1,-1,-86,-5,4,0,7,-0.2,-13,-4,0
COC(=O)C(C)Oc1ccc(Cl)c(CN2OCC(C)(C)C2=O)c1 (centres undefined),6,-2,-5,0,-3,0,-1.6,-3,4,-1
O=C(C1CCC(=O)N(C2CC2)C1)N1CCC(Oc2cccc(C(F)(F)F)c2)CC1 (centres undefined),4,0,3,-4,9,-2,-0.4,0,4,-3
CCN(N=Nc1cccc([N+](=O)[O-])c1)c1cccc([N+](=O)[O-])c1,6,1,-5,-1,-4,1,-1.7,-9,4,2
CC(C)n1cc(/C=C(\C#N)S(=O)(=O)c2ccccc2)c2ccccc21,-9,-22,1,-12,3,2,-0.7,-19,1,-51
CCOc1c2ccc(C(=O)NCc3ccc4c(c3)OCO4)cc2nn1CC,4,5,1,6,-1,7,-0.5,8,-1,-6
CCN(C(=O)COc1cc(=O)n(CC)c2ccccc12)c1cc(Cl)ccc1OC,0,1,3,22*,1,-1,0.2,-1,3,-2
O=C1COc2ccc(NC(=O)c3ccccc3C(=O)O)cc2N1,1,0,9,-5,-2,-3,0.1,7,6,6
Cc1cc(C)n2c(SCc3c(C)noc3C)nnc2n1,0,-4,0,-4,0,-2,-1.9,8,-4,6
OC(c1ccc(F)cc1)c1nc(-c2cncnc2)cs1 (centres undefined),-5,0,-2,5,-3,2,1.5,5,5,x
Cn1c(=O)c2cc(S(=O)(=O)NCCC(=O)Nc3ccc(Cl)cc3)ccc2n(C)c1=O,-3,-2,3,1,3,-2,2.4,-2,-3,-4
CC(c1ccon1)N(C)Cc1cn[nH]c1-c1ccc(F)cc1F (centres undefined),1,-6,-3,12,0,2,0.4,17,-6,0
O=C(CN1CCN(c2ccccc2)CC1)Nc1ccc2c(c1)CCC2,-1,2,1,-1,-1,-1,-2.2,0,2,2
O=C(Cn1nnc(-c2ccccc2)n1)NCc1ccco1,1,-2,-1,-4,0,-7,-0.1,-2,-6,-3
O=C(NCC(=O)N1CCCC(C(F)(F)F)C1)c1ccccc1F (centres undefined),0,5,6,-2,1,0,-0.2,-2,-2,1
Cc1cc(C)cc(OCC(=O)NNC(=O)c2cc3ccccc3o2)c1,5,-2,-1,0,4,1,-0.3,1,9,-2
O=C(O)c1ccc(N2C(=O)CC(SC(=Nc3ccccc3)Nc3ccccc3)C2=O)cc1 (centres undefined),8,-6,-3,6,-1,-1,1.0,2,-1,3
CCN1C(=O)[C@H]2[C@@H](c3ccc(-c4ccc(F)cc4)c(OC)c3)N3CCCC[C@@]3(C(=O)OC)[C@H]2C1=O,3,-10,-1,3,-3,4,-0.4,-14,-10,-23
COc1cc(C2(c3ccc(O)c(OC)c3)C(=O)N(C)c3ccc(Br)cc32)ccc1O,1,-3,-6,5,1,-3,-0.8,8,0,14
Cc1ccc(C2CC(c3ccc(F)cc3)Nc3nc(N)nn32)cc1 (centres undefined),-2,3,7,0,3,-5,1.1,-12,-4,-8
O=C(c1ccc(OCC2CCCO2)cc1)N1CCN(S(=O)(=O)c2cccc(F)c2)CC1 (centres undefined),3,-5,-3,3,2,3,-1.6,-10,1,-4
Cc1ccc(C(=O)c2c3ccccc3[n+]([O-])n2CCC(=O)O)cc1,0,-4,2,-2,1,0,0.7,-10,6,2
COc1ccc(S(=O)(=O)N(C)C[C@H]2Oc3ncc(C#CC4(O)CCCC4)cc3C(=O)N([C@@H](C)CO)C[C@@H]2C)cc1,2,4,-1,-1,1,0,-1.6,-1,4,-4
O=C(Nc1cccc(Br)c1)C1CCCC1,2,1,-1,-3,-1,-6,-2.3,-10,3,x
COCC1CCN(C(=O)c2cc(COc3ccccc3SC)on2)C1 (centres undefined),-4,-2,2,9,6,-1,4.2,0,5,-11
CCOC(=O)c1oc2ccc(S(=O)(=O)n3nc(-c4ccc(Cl)cc4)cc3N)cc2c1C,5,2,-8,1,1,1,1.0,-4,0,-3
N#C/C(=C\c1ccc(O)c([N+](=O)[O-])c1)C(=O)NCc1ccccc1,-6,3,2,-7,-2,-8,1.5,-20,7,2
Cc1ccc(OCC(=O)Nc2ccc(S(=O)(=O)Nc3ccccn3)cc2)c(C)c1,-8,-4,2,-15,2,-2,2.5,7,-5,-4
O=C(c1ccccc1)N(CCCl)C(=O)N(CCCl)C(=O)c1ccccc1,7,0,-1,-3,5,3,-0.1,1,3,1

# An excerpt of these results, with each value named:
O=C(CNC(=S)N(CCCN1CCOCC1)Cc1cccs1)NC1CCCC1
  TCR-CD3 inh: -1 | mABHD4 FP: -2 | PRMT1 FP inh: -3 | SIAE inh: -7 | UHRF1 binding: 0 | LEDGF integ inh: 4 | PG9 Ab binder: 0.0 | TDP2 absorb: 7 | Tn7 DDE FP: 3 | HTRA1 inh: 4

Cc1cc(C)cc(OCC(=O)NNC(=O)c2cc3ccccc3o2)c1
  TCR-CD3 inh: 5 | mABHD4 FP: -2 | PRMT1 FP inh: -1 | SIAE inh: 0 | UHRF1 binding: 4 | LEDGF integ inh: 1 | PG9 Ab binder: -0.3 | TDP2 absorb: 1 | Tn7 DDE FP: 9 | HTRA1 inh: -2

# The results go on.
SMILES,TCR-CD3 inh,mABHD4 FP,PRMT1 FP inh,SIAE inh,UHRF1 binding,LEDGF integ inh,PG9 Ab binder,TDP2 absorb,Tn7 DDE FP,HTRA1 inh
CC1CCN(C(=O)CNC(=O)CNC(=O)Cc2ccccc2)CC1,6,4,-1,-2,0,1,-0.4,-7,-6,0
Cc1cc(Cl)ccc1-c1nc(NCCN(C)C)nc2ccsc12,-4,-5,-5,-2,0,-1,0.1,-9,-4,x
Cc1oc(-c2cccc(F)c2)nc1CN(Cc1ccccc1)C[C@@H]1CCC(=O)N1,-2,-3,1,-4,2,-1,-1.5,-2,2,-6
C/C(C=Nn1c(-c2ccc(F)cc2)n[nH]c1=S)=C/c1ccco1,x,14,18,1,-2,15*,x,-5,-3,x

# Screening data deposited in PubChem BioAssay by The Scripps Research Institute Molecular Screening Center.
